Screening results: PubChem BioAssay, National Center for Advancing Translational Sciences (NCATS)
LDHA block = inhibitors of human lactate dehydrogenase A | purified LDHA, NADH/diaphorase-resazurin fluorescence; stronger effect = lower value | activity change, % (values are at about 110 or 230 µM) | 0.15% of 480,000 active | AID 1347041; in the data active means activity change below about -30%; inconclusive means mostly about -25% to -30%;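 further: plate controls were DMSO wells for no effect and wells without enzyme for full effect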
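Remaining NADH was detected by diaphorase (0.133 mg/mL) converting 37 µM resazurin to fluorescent resorufin, read at 0 and 20 minutes. The preceding 5-minute room-temperature reaction used 2 nM LDHA, 0.2 mM sodium pyruvate and 0.06 mM NADH at pH 7.4.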
POLH inh = blocks human DNA polymerase eta activity | Q9Y253 | 1.2% of 390,000 active | Potency, µM (doses to about 114 µM), inactives show top-dose activity change, negative = inhibition, most hits filed as inhibitors | recombinant Pol eta, fluorescent DNA replication assay; further: potency means the concentration at half of the fitted maximal effect
Target sequence (Q9Y253 whole entry, looked up): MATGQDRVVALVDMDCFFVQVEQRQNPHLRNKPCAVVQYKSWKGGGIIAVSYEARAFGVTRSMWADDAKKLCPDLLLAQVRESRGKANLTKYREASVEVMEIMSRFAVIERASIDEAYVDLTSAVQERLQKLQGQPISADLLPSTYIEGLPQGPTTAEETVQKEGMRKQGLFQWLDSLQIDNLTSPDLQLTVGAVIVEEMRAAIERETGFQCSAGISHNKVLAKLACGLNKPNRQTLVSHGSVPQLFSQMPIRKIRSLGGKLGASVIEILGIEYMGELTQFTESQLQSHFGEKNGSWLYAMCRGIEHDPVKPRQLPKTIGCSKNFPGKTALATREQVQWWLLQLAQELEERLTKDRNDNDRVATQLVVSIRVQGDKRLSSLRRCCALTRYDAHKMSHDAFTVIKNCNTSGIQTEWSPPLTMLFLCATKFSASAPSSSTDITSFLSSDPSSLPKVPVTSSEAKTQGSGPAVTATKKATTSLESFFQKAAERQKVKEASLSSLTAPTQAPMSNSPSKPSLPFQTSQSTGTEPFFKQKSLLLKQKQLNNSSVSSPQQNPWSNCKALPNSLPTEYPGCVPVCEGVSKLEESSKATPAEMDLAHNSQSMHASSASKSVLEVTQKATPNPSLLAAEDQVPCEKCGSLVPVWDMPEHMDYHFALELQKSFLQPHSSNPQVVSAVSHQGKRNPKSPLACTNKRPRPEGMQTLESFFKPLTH
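Pol eta (10 nM) was preincubated with compounds for 15 min at room temperature, after which fluorescent replication substrate (50 nM final) was added to start the reaction. Fluorescence was read kinetically at 0 and 10 min.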
12-LOX inh = blocks human arachidonate 12S-lipoxygenase; P18054; 1.1% of 580,000 active; purified 12hLO, xylenol orange hydroperoxide absorbance; Potency, µM (titrated, usually from 108 µM), for inactives: at the highest dose activity change, negative = inhibition, actives largely listed as inhibitors; further: potency means the concentration at half of the fitted maximal effect
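Hydroperoxide product was detected by ferrous iron/xylenol orange as the 573 to 405 nm absorbance ratio. Arachidonic acid at 40 uM (final) was turned over for 30 min at room temperature by 150 nM human 12hLO, pH 7.0 Hepes buffer, after 15 min compound preincubation.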
* = called active by the depositor; ? = inconclusive; & = joins results of further samples. Unless noted, the call rests on the fitted dose curve; in most records, active means well fitted inhibition curve with a large enough effect; inconclusive means small, poorly fitted or top-dose-only effect, or another doubt; inactive means no such curve, though single readings can be large or run the other way. Unless noted, on the % scale 0 is the no-effect control and ±100 the full control effect.

LDHA block | POLH inh | smiles | 12-LOX inh
0.5 | -5.0% | COc1ccc(CC(=O)O/N=C(\N)c2ccncc2)cc1OC | 8.0%
5.3 | -19.4% | COc1cc(/C=N/Nc2nc(C)cc(C)n2)ccc1O | 8.7%
-2.5 | -17.9% | CCC1=C(NCc2ccccc2)COC1=O | -25.3%
-9.9 | -1.8% | CC1C2CCC(C2)C1OC(=O)c1ccccc1C(=O)O (stereo unspecified) | 20.8%
-6.3 | -14.8% | COc1ccc(S(=O)(=O)N2CCC(C(=O)N[C@@H](C)C(=O)NCc3ccccn3)CC2)cc1 | 1.2%
-8.6 | -4.3% | O=S1(=O)CCN(C2CC2)CC1 | -5.2%
0.9 | -12.5% | O=C(CC(CC(=O)c1ccccc1)c1ccco1)c1ccccc1 | -1.7%
-3.8 | -5.6% | O=C(O)C(Cc1ccccc1)N1C(=O)C2C3CCC(C3)C2C1=O (stereo unspecified) | 10.4%
-0.8 | -2.1% | CCCC(CNC(C)=O)(C1=CCCCC1)c1ccccc1 (stereo unspecified) | 8.4%
0.1 | -19.7% | CC(C)Oc1ccc(S(=O)(=O)N2CCCCC2)cc1NC(=O)C1=NN(c2ccccc2)C(=O)CC1 | ?
-16.5 | -18.5% | COc1ccc(NC(=O)COC(=O)CN2C(=O)C3CCCCC3C2=O)cc1 (stereo unspecified) | 5.5%
-11.4 | 6.8% | O=C(CN1C(=O)CSc2ccc(S(=O)(=O)N3CCOCC3)cc21)NCCc1ccccc1 | -7.2%
-1.4 | 0.6% | COc1cc(/C=C/C(=O)OCC(=O)N2CCCCCC2)cc(OC)c1OC | 0.8%
-20.6 | -5.4% | O=C1NC(=O)C(c2ccccc2)(c2ccccc2)N1S(=O)(=O)c1ccccc1 | -0.6%
-2.8 | -26.4% | CCCCCCn1c(=O)n2n(c1=O)[C@@H]1CN(S(=O)(=O)c3ccc(C)cc3)C[C@]1(O)[C@@H](OC(=O)NC1CCCC1)C2 | ?
-11.5 | 1.2% | O=c1c2ccccc2sn1-c1cccc(Cl)c1 | ?
-6.6 | -6.1% | COc1ccc(S(=O)(=O)N(C)C[C@@H]2OCCCC[C@H](C)Oc3ccc(NC(=O)Nc4ccc(C(F)(F)F)cc4)cc3C(=O)N([C@H](C)CO)C[C@H]2C)cc1 | ?
0.3 | -7.4% | C[C@H]1CN([C@@H](C)CO)C(=O)CCCn2cc(nn2)CO[C@@H]1CN(C)S(=O)(=O)c1cccc(F)c1 | -6.3%
-0.4 | -1.3% | CCOC(=O)Nc1ccc2c(c1)N(C(=O)CN(C)C)c1ccccc1S2 | 1.2%
6.2 | -5.8% | NS(=O)(=O)c1ccc(CNC(=O)c2cc(S(=O)(=O)N3CCOCC3)ccc2N2CCCC2)cc1 | 0.1%
3.2 | -12.8% | COc1ccc(-n2c(-c3ccc(C(C)(C)C)cc3)n[nH]c2=S)c(OC)c1 | ?
-18.9 | -14.0% | COc1ccc(S(=O)(=O)NCc2ccccn2)cc1C | -11.3%
-8.0 | -4.5% | O=C(NN=Cc1ccc2c(c1)CCC2)c1ccccc1O | 0.7%
2.0 | -0.9% | Cc1cc(SCC(=O)N2c3ccccc3NC(=O)CC2C)nc2ccccc12 (stereo unspecified) | -15.9%
3.6 | -5.0% | O=C1NC(Cc2ccc(O)cc2)c2nc3cc(Cl)ccc3c(=O)n2-c2cc3ccccc3cc21 (stereo unspecified) | -14.9%

Further structures.
LDHA block | POLH inh | smiles | 12-LOX inh
0.1 | -18.5% | CN(C)CCCN(C(=O)c1ccc(S(=O)(=O)N2CCCCCC2)cc1)c1nc2cc3c(cc2s1)OCO3 | ?
-14.5 | -3.8% | Nc1nc(N)c2cc(S(=O)(=O)c3ccc4ccccc4c3)ccc2n1 | 1.4%
-1.6 | -6.2% | Cc1csc(SCC(=O)Nc2ccc(C)c(S(=O)(=O)N(C)C)c2)n1 | 24.1%
2.6 | -2.1% | COc1ccc(-n2c(=O)c(CCC(=O)N3CCN(c4cccc(OC)c4)CC3)nc3ccccc32)cc1 | 1.0%
0.0 | -18.3% | C[C@H](CO)N1C[C@H](C)[C@@H](CN(C)Cc2ccc3c(c2)OCCO3)OCc2cnnn2CCCC1=O | -43.5%
-3.6 | -1.6% | Cc1cc(C)c(OCC(=O)OCC(=O)NCc2ccco2)c(C)c1 | ?
3.9 | -10.0% | Cc1csc(SCC(=O)Nc2ccc(CC#N)cc2)n1 | 1.7%
-7.2 | -10.6% | COc1ccc(C(=O)N(C)CCOc2ccc(Cl)cc2)cc1S(=O)(=O)N1CCCC1 | -5.1%
-4.5 | -2.1% | CCCC1NC(=O)c2cccnc2-n2c1nc1cc(F)c(F)cc1c2=O (stereo unspecified) | 2.1%
-4.8 | -2.0% | CNC(=O)C[C@H]1C(=O)N(C2CCCCC2)C[C@@H]1C | -29.8%
3.4 | -3.3% | Cc1c(-c2ccccc2)n(O)c(-c2ccc(N(C)C)cc2)[n+]1[O-] | -24.4%
1.2 | -9.4% | C[C@@H]1CN([C@@H](C)CO)C(=O)CCCn2nncc2CO[C@@H]1CN(C)S(=O)(=O)c1ccccc1 | -3.1%
-6.0 | -9.2% | O=C1CCN(C(=O)c2ccccc2)c2ccccc21 | -19.0%
-8.4 | -5.9% | CCC1NC(=O)c2cccnc2-n2c1nc1cc(C)cc(C)c1c2=O (stereo unspecified) | ?
-1.1 | -24.1% | Cc1ccccc1/C(=N\S(=O)(=O)c1ccc(Br)cc1)Nc1ccccc1 | ?
-7.0 | -6.9% | CCc1noc(C)c1C(=O)OCC(=O)c1ccc(NC(=O)CC(C)C)cc1 | 15.3%
-1.3 | -24.2% | C[C@@H]1CNC(=O)c2c(C(=O)NCC(=O)OC(C)(C)C)ncn21 | 4.3%
-8.3 | -3.2% | O=S1(=O)CC(N2CCCCC2)C1CN1CCCCC1 (stereo unspecified) | 6.8%
-6.5 | -13.3% | CC(=O)c1ccc(N2CCN(C(=O)CNC(=O)c3ccc(Br)o3)CC2)cc1 | 12.5%
5.2 | -5.9% | CCc1c(N=O)c(-c2ccccc2)n(O)[n+]1[O-] | -11.9%
-24.8 | -14.8% | C[C@@H]1CN([C@@H](C)CO)C(=O)CCCn2nncc2CO[C@H]1CN(C)Cc1ccc(Oc2ccccc2)cc1 | 3.2%
3.0 | -3.4% | CCN(CC)S(=O)(=O)c1ccc(OC)c(NC(=O)c2cc([N+](=O)[O-])ccc2N2CCOCC2)c1 | 5.8%
-13.5 | -13.5% | CN1CCn2cnc(C(=O)NCCCCCNC(=O)OC(C)(C)C)c2C1=O | -16.0%
-1.0 | -19.8% | COc1ccc(C#Cc2cnc3c(c2)C(=O)N([C@H](C)CO)C[C@@H](C)[C@H](CN(C)C(=O)CN(C)C)O3)cc1 | 0.0%
-2.0 | -13.9% | Cc1ccc(N(CC(=O)NC(C)(C)C)C(=O)CCC(=O)Nc2ccccn2)cc1 | -4.2%

Part of the list above, with values ahead of the structure:
LDHA block	POLH inh	12-LOX inh	smiles
0.0	-18.3%	-43.5%	C[C@H](CO)N1C[C@H](C)[C@@H](CN(C)Cc2ccc3c(c2)OCCO3)OCc2cnnn2CCCC1=O
0.5	-5.0%	8.0%	COc1ccc(CC(=O)O/N=C(\N)c2ccncc2)cc1OC
-6.0	-9.2%	-19.0%	O=C1CCN(C(=O)c2ccccc2)c2ccccc21
-7.0	-6.9%	15.3%	CCc1noc(C)c1C(=O)OCC(=O)c1ccc(NC(=O)CC(C)C)cc1
-13.5	-13.5%	-16.0%	CN1CCn2cnc(C(=O)NCCCCCNC(=O)OC(C)(C)C)c2C1=O
-8.3	-3.2%	6.8%	O=S1(=O)CC(N2CCCCC2)C1CN1CCCCC1 (stereo unspecified)

Going on with the list:
LDHA block | POLH inh | smiles | 12-LOX inh
0.0 | -11.0% | Cc1ccc(/C(O)=C2\C(=O)C(=O)N(C)C2c2ccccc2)cc1 (stereo unspecified) | -28.7%
-12.4&-7.0 | -13.4% | Cn1c(=O)c2c(ncn2CC(=O)OCC(=O)NCc2ccc(F)cc2)n(C)c1=O | -1.2%&6.2%
-4.8 | -18.7% | Cc1noc(C)c1NC(=O)Nc1ccc2c(c1)C(=O)N([C@H](C)CO)C[C@@H](C)[C@@H](CN(C)S(=O)(=O)c1cn(C)cn1)OCCCC[C@H](C)O2 | -49.7%
-3.0 | -14.8% | Cc1ccc(NC(=O)CSc2nc3cc(C(=O)NCC4CCCO4)ccc3c(=O)n2CC2CCCO2)cc1 (stereo unspecified) | 9.1%
-4.8 | -9.8% | O=C(CSc1nc(=O)n(CCN2CCOCC2)c2c1CCCC2)Nc1ccccc1Cl | -13.0%
-3.2 | -24.2% | COc1ccc(CNC(=O)c2ccccc2NC(=O)C2=C(C)OCCS2)cc1 | 7.1%
-7.0 | -5.9% | O=C(O)c1ccc(Cl)cc1NC(=O)C1CCN(S(=O)(=O)c2cccs2)CC1 | -21.2%
3.1 | -16.9% | O=C(NC(Cc1ccccc1)C(=O)N1CCN(c2ccc(F)cc2)CC1)c1ccccc1 (stereo unspecified) | 1.1%
-12.5 | -9.1% | CCCCn1c(N)c(N(CCC(C)C)C(=O)c2c(CC)noc2C)c(=O)[nH]c1=O | 6.9%
3.3 | -13.6% | COc1ccc(NC(=O)Cc2csc(NC(=O)Nc3ccccc3OC)n2)cc1 | -4.8%
0.4 | -6.2% | CCOC(=O)CCCCCC(=O)Nc1ccc2c(c1)C(=O)N([C@@H](C)CO)C[C@H](C)[C@H](CN(C)C(=O)NC(C)C)OCCCC[C@H](C)O2 | ?
-3.2 | -23.4% | CCOC(=O)C1C(C(=O)OCC)C(C)(C)C1N(C)C (stereo unspecified) | -5.7%
0.5 | -6.3% | COc1ccc(-c2ccc(CN3C(C(C)C)C(=O)N(Cc4cn(Cc5ccco5)nn4)CCS3(=O)=O)cc2)cn1 (stereo unspecified) | -21.4%
3.8 | 6.9% | O=S1(=O)CCN(Cc2ccccc2)CC1 | 19.3%
-0.2 | -18.0% | C[C@H]1Cn2cnc(C(=O)NCC(=O)OC(C)(C)C)c2C(=O)N1 | 2.5%
-15.8 | -13.7% | C[C@H](O)[C@@H]1CN2CCc3c([nH]c4ccc(-c5ccc6c(c5)OCO6)cc34)[C@@H]2C[C@@H]1N(C)C(=O)NC1CCCCC1 | ?
-0.6 | -17.3% | Cc1ccc(S(=O)(=O)N2CC3(O)CN(C(=O)OC(C)C)N(C(=O)OC(C)C)CC3(OC(=O)Nc3c(C)noc3C)C2)cc1 (stereo unspecified) | 18.9%
-8.4 | -2.3% | COc1cccc(S(=O)(=O)N(C)C[C@@H]2Oc3ncc(C#CCN(C)C)cc3C(=O)N([C@H](C)CO)C[C@H]2C)c1 | 6.9%
1.4 | -6.8% | O=C(COC(=O)C1COc2ccccc2O1)c1ccc(F)cc1 (stereo unspecified) | 0.4%
-1.1 | -14.9% | Cc1ccc(-c2ccc(CN3C(CC(C)C)C(=O)N(Cc4cn(Cc5ccco5)nn4)CCS3(=O)=O)cc2)cc1 (stereo unspecified) | ?
-8.0 | -8.0% | CCCCCC(=O)N1C[C@@H](n2cc(COC(=O)c3ccccc3)nn2)[C@H](O)C[C@@H]1c1ccccc1 | 7.3%
-1.5 | -14.2% | C#CCN(C[C@H]1[C@H](OC(=O)Nc2cccs2)[C@H](OC(=O)Nc2cccs2)C[C@H]2C(=O)N(c3ccccc3)C(=O)[C@@H]12)S(=O)(=O)c1ccc(C)cc1 | ?
-4.9 | -18.5% | O=C(NCC(F)(F)F)c1ccc(S(=O)(=O)NCCc2ccc3c(c2)OCCO3)cc1 | -13.8%
2.7 | -10.7% | Cc1cc2c(c(C#N)c1C)NC=NC2C (stereo unspecified) | 26.7%
-7.4 | -15.1% | Cc1n[nH]c2ccc([N+](=O)[O-])cc2c1=O | -2.1%

The list goes on.
LDHA block | POLH inh | smiles | 12-LOX inh
-1.7 | -10.7% | Cc1ccc(NC(=O)CSCC(=O)N(C)CC(=O)Nc2c(C)cccc2C)cc1 | 0.4%
-1.9 | -8.9% | CCc1ccc(C(=O)OCC(=O)Nc2c(C)n(C)n(-c3ccccc3)c2=O)cc1 | 8.0%
-2.8 | 0.7% | CCOc1ccc(S(=O)(=O)N2CCOCC2)cc1NC(=O)CCN1C(=O)NC2(CCCC2)C1=O | 2.0%
1.9 | 0.5% | O=NN(CCCl)C(=O)NCCc1cccc[n+]1[O-] | 10.0%
-6.9 | -2.4% | CC1(C)OC(=O)NC1c1ccccc1 (stereo unspecified) | 4.1%
1.5 | -12.9% | C[C@@H]1CN([C@@H](C)CO)C(=O)c2c(c3ccccc3n2C)-c2ccccc2CO[C@H]1CN(C)C(=O)[C@H](Cc1ccccc1)N(C)C | -10.1%
-1.5 | ? | Cc1ccc(-c2cc3nc(-c4ccccc4)cc(NCCCO)n3n2)cc1 | 9.9%

Some of the compounds tested (hit frequency here may not be typical).
